K1F lysis inhibition = protection from phage-mediated lysis, alamar blue read-out – E. coli UTI89, K1F phage, bacterial capsule biogenesis inhibitors (AID 488966); inhibition, % at 100 µM; hits with a dose series show IC50 in µM; 0.02% of 340,000 active; E. coli UTI89 K1F phage lysis, alamar blue, 2 h; higher % means a stronger effect;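 active means phage lysis inhibition, versus mean bacterial control, above a set limit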;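 further: capsule biogenesis inhibitors block K1F phage lysis so surviving cells raise fluorescence; higher fluorescence means more inhibition of phage lysis; actives were called in the ten point dose series up to 300 µM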
NTR1 ag = agonists of NTR1, primary screen, imaging, U2OS cells, beta-arrestin-GFP, high content (AID 493036); P30989; NTR1-U2OS beta-arrestin-GFP spot imaging, agonist mode; activation, % at 20 µM; 0.17% of 330,000 active;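 active means activation at or above 40% of the spot to cytoplasm intensity ratio, with at least 20 cells analyzed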;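 further: 0% = DMSO without peptide and 100% = 100 nM NTR1 peptide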
Target sequence (P30989 whole entry, looked up): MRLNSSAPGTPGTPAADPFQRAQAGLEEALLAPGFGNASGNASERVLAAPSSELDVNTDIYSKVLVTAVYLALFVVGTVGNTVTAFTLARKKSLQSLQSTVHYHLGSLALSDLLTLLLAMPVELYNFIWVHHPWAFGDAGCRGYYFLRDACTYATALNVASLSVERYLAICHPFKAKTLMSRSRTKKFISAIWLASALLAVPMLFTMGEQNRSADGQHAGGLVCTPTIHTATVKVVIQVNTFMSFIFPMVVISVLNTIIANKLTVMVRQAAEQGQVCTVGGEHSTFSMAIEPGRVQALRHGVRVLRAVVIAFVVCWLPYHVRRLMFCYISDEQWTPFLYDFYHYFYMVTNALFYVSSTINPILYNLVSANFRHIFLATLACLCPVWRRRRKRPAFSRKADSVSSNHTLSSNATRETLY
Myeloid diff 2 = myeloid differentiation induction; ER-HoxA9 myeloid progenitors, lysozyme-GFP differentiation, flow cytometry; calls only at 10 µM; 1% of 360,000 active; AID 624256;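 active means normalized GFP-positive differentiation at or above the plate's own cutoff, the solvent-only control mean plus 3 SD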;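 further: cells exposed to compound for four days before flow analysis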
TNAP activators = human TNAP enzyme activators, primary screen, biochemical, luminescent, no phosphate acceptor, uHTS (AID 1001); purified TNAP, luminescent activation assay, no phosphate acceptor; higher activation fold means a stronger effect; activation fold at 20 µM, or EC50 in µM where a hit was titrated; 0.03% of 200,000 active; in the data active means activation fold from about 3, or a potency from the dose series; inactive means the rest, 99 in 100 with activation fold below about 1.6; further: many of its hits are not listed in these tables
PhoP inhibition = PhoP-dependent GFP reporter repression – Salmonella Typhimurium, primary screen (AID 1863); 0.16% of 300,000 active; S. Typhimurium PhoP-regulated promoter GFP reporter, 4 h; higher % means a stronger effect; inhibition, % at 50 µM, or IC50 in µM where a hit was titrated;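 active means inhibition over 29.93%, a cutoff 3 SD above the screen mean, later confirmed by dose response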;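 further: 0% = low Mg2+ inducing control and 100% = high Mg2+ repressing control; strong numbers were not always called active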
MgcRacGAP inhibition = MgcRacGAP GTPase-activating activity inhibitors, confirmation, biochemical, ADP Hunter fluorescence; MgcRacGAP-stimulated Rac1 GTP hydrolysis, ADP Hunter fluorescence; higher % means a stronger effect; GST-tagged Rac1 F28L mutant substrate; one-dose inhibition, % at 30 µM; IC50 in µM for titrated hits; 0.6% of 340,000 active;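 active means first-screen hits whose inhibition reached a set limit at any dose in the follow-up dose series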;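 further: fluorescence reports GDP produced by GAP-driven GTP hydrolysis; strong numbers were not always called active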
RSV CPE inhibition = inhibition of RSV-induced cytopathic effect – HEp-2 cells, primary 10 µM value included (AID 2391); HEp-2 cells, RSV-induced CPE inhibition; higher % means a stronger effect; CPE inhibition, % at 10 µM; hits with a dose series show IC50 in µM; 0.13% of 310,000 active; in the data active means a potency from the dose series; further: strong numbers were not always called active
Large T inhibition = SV40 large T antigen inhibitors, biochemical (AID 1903) | one-dose inhibition, % at 20 µM; IC50 in µM for titrated hits | SV40 large T antigen ATPase/helicase inhibition assay; higher % means a stronger effect | 0.39% of 310,000 active; in the data active means a potency from the dose series; further: strong numbers were not always called active
T cell modulator = modulates CD8 T cell binding to vesicles; 2C CD8+ T cell-vesicle binding, flow cytometry; hits give low values; calls only at 7 µM; 0.068% of 330,000 active;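 active means response, share of CD8 T cells binding vesicles, and their 90th percentile fluorescence all below set limits, cut at about 80% in these data, passing the limit was not always enough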
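Test system: purified 2C TCR transgenic mouse naive CD8+ T cells. Probe or stimulus: QL9-peptide-loaded Drosophila micro-vesicles bearing Ld, ICAM-1 and B7-1. Incubation: binding step 1.5 h, 37 °C, antibody labelling 20 min, ice. Measured by: flow cytometry of vesicle-bound cells.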
T cell modulator vesicle-bound % = further read-out of T cell modulator, marked with its call; double positive events, %; measured here: CD8+ vesicle-bound cell fraction;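 binding gate set so that unloaded-vesicle control wells show 10% double positive cells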
NTR1 ag cell count 20 µM = also measured in NTR1 ag; calls as there; cell count; measured here: cell count, cytotoxicity flag
Myeloid diff 2 GFP+ MAC1+ % = also measured in Myeloid diff 2; calls as there; GFP+ MAC1+ double positive, %; measured here: differentiation confirmed by MAC1 staining
An asterisk follows results filed as active; i = inactive; . = not tested or not shown; + = active, no number; [ ] = remark or other dose. This is a random part of the collection; about 2.3% have a hit in one of these screens.

canonical_smiles,K1F lysis inhibition,NTR1 ag,NTR1 ag cell count 20 µM,Myeloid diff 2,Myeloid diff 2 GFP+ MAC1+ %,TNAP activators,PhoP inhibition,MgcRacGAP inhibition,RSV CPE inhibition,Large T inhibition,T cell modulator,T cell modulator vesicle-bound %
Cc1ccccc1CN1C[C@@H]2C[C@@H](c3ccc4nsnc4c3)N3CCC[C@@]23C1=O,-0.2%,1.1,83,i,0.5,1.1,7%,8%,21%,6%,i,56
NC(=O)c1cc(N)ccc1N1CCCC1,0.6%,-3.1,108,i,3.5,1.1,-11%,16%,-0.3%,18%,i,20
CCOc1ccc(NC(=O)CN(C)C(=O)c2cc3c(s2)CCCCC3)cc1OCC,0.1%[50 µM],0.6,70,i,2.4,.,-7%,5%,-1.9%,8%,i,34
O=C(N/N=C/C1CCCCC1)c1ccccc1-n1cccc1,1.4%[50 µM],-1.3,54,i,0.4,.,1%,4%,-0.9%,5%,i,23
Cc1cccc(CNS(=O)(=O)c2csc(C(N)=O)c2)c1,0.0%,1.7,66,i,0.9,.,5%,8%,-0.3%,4%,i,35
COc1ccc(CCNC(=O)C2CCCN(Cc3nc(-c4cccc(Cl)c4)oc3C)C2)cc1OC (stereo not given),-0.3%,0.9,78,i,0.4,1,0%,5%,21%,-1%,i,38
O=C1Nc2ccc(Br)cc2C1(O)c1ccccc1 (stereo not given),-0.1%,-0.7,49,.,.,.,5%,0%,-0.4%,22%,i,14
COc1ccc(SCCN2CCN(CC(C)C)CCC2=O)cc1,0.8%,-3.6,99,i,1.8,.,4%,11%,-0.2%,12%,.,.
CCOC(=O)COn1c(=O)c(-c2ccc(OC)c(OC)c2)[n+]([O-])c2ccccc21,.,-1.9,35,.,.,1,-10%,.,0.0%,5%,i,55
CCS(=O)(=O)c1ccc2oc(Nc3ccc(C(C)(C)C)cc3)nc2c1,0.3%,13,44,i,0.6,1.1,5%,1%,-1.4%,5%,i,54
CC(=O)n1c(C=Nc2ccc(Cl)cc2)c(O)c2ccccc21,0.2%,0.2,71,i,0.7,.,-13%,7%,0.9%,6%,i,55
Cc1cc(NC2C3CC4CC(C3)CC2C4)n2ncnc2n1 (stereo not given),-1.4%,1.8,48,i,7.6,1.1,15%,-8%,-2.2%,9%,i,46
CSc1ccc(C2C(C#N)=C(N)N(c3ccccc3)C3=C2C(=O)CCC3)cc1 (stereo not given),0.5%,6.6,48,i,0.3,1.1,-10%,5%,3.6%,11%,i,50
COC(=O)c1ccc(CSc2ncnc3ccccc23)o1,-0.6%,2.2,41,i,2.5,1,2%,16%,-0.7%,20%,i,45
COc1ccc(S(=O)(=O)N2CC(=O)Nc3ccccc32)cc1F,-0.2%,0.2,55,i,1.3,.,5%,6%,0.7%,3%,i,1
Cc1cc(=O)nc2c3ccccc3n(C(C)C(=O)NCCN3CCOCC3)n12 (stereo not given),0.3%,-0.4,51,i,0.7,.,-1%,11%,.,8%,i,28
Cc1cc(CNC(=O)COc2ccc(F)cc2Cl)cc(C)c1O,-0.1%,0.4,40,i,0.8,1.1,-3%,8%,2.7%,13%,i,49
CS(=O)(=O)N(CC(=O)Nc1ccccc1Br)Cc1ccccc1,0.1%,0.6,81,i,0.3,.,-7%,8%,0.0%,9%,i,62
O=C(NC1=NCCS1)C1CCN(S(=O)(=O)c2ccccc2C(F)(F)F)CC1,1.4%[50 µM],2.0,62,i,0.2,.,.,2%,1.1%,.,i,36
CCOC(=O)N1CCN(CC(=O)Nc2ccc(C)c(Br)c2)CC1,0.3%,1.3,56,i,0.3,1.1,-3%,20%,0.7%,9%,i,39
CCOC(=O)c1ccc2nc(NC(NC(C)=O)(C(=O)OC)C(F)(F)F)sc2c1 (stereo not given),5.8%,0.5,74,i,5.8,1.1,-5%,1%,1.8%,15%,i,44
CCN(CC)C(=O)C1CCC(CNS(=O)(=O)c2cccc3nsnc23)CC1 (stereo not given),1.4%,0.5,52,i,0.4,.,2%,4%,0.6%,5%,i,6
COC(=O)c1cc(NC(=O)C2(S(=O)(=O)c3ccc(C)cc3)CC2)cc(C(=O)OC)c1,0.9%[50 µM],2.5,50,i,0.4,1,8%,8%,0.6%,4%,i,32
CN1C(C(=O)Nc2ncccn2)=C(O)c2ccccc2S1(=O)=O,1.7%[50 µM],.,.,i,1.1,.,6%,-5%,2.7%,0%,i,21
[N-]=C=C1C(=S)NC(=O)[C@H]([n+]2ccccc2)[C@H]1c1ccc(Cl)cc1,-1.2%,0.3,51,i,0.2,.,-13%,17%,2.5%,20%,i,57
CCOC(=O)c1sc2nc3c(SCC(=O)O)cc(C(=O)c4ccccc4O)cn3c(=O)c2c1C,0.3%,0.1,48,i,0.3,0.9,9%,9%,12%,4%,i,33
CC(=O)NC(c1ccccc1)c1nc2ccccc2[nH]1 (stereo not given),0.4%,-1.8,45,i,6.1,1.1,5%,2%,0.1%,15%,i,9
COc1ccc(C2=C/C(=C/c3cccnc3)C(=O)O2)cc1OC,-0.2%,0.4,89,i,1.1,1.2,-3%,11%,2.0%,4%,i,58
CC1CCC(NC(=O)c2cccc(S(=O)(=O)N3CCN(C)CC3)c2)CC1 (stereo not given),1.5%[50 µM],0.2,56,i,1.2,.,0%,1%,-1.6%,10%,i,14
O=C(CN(CC1CCCO1)C(=O)CNS(=O)(=O)c1ccc(Cl)cc1)NCCc1ccccc1 (stereo not given),-2.9%,-0.2,62,i,7.7,1.1,-5%,4%,-0.3%,7%,i,6

Reformatted: 3 of the compounds above
Second line of a record – K1F lysis inhibition	NTR1 ag	NTR1 ag cell count 20 µM	Myeloid diff 2	Myeloid diff 2 GFP+ MAC1+ %	TNAP activators	PhoP inhibition	MgcRacGAP inhibition	RSV CPE inhibition	Large T inhibition	T cell modulator	T cell modulator vesicle-bound %
- COc1ccc(C2=C/C(=C/c3cccnc3)C(=O)O2)cc1OC
 : -0.2%	0.4	89	i	1.1	1.2	-3%	11%	2.0%	4%	i	58
- CC1CCC(NC(=O)c2cccc(S(=O)(=O)N3CCN(C)CC3)c2)CC1 (stereo not given)
 : 1.5%[50 µM]	0.2	56	i	1.2	.	0%	1%	-1.6%	10%	i	14
- O=C(CN(CC1CCCO1)C(=O)CNS(=O)(=O)c1ccc(Cl)cc1)NCCc1ccccc1 (stereo not given)
 : -2.9%	-0.2	62	i	7.7	1.1	-5%	4%	-0.3%	7%	i	6

(more compounds)
canonical_smiles,K1F lysis inhibition,NTR1 ag,NTR1 ag cell count 20 µM,Myeloid diff 2,Myeloid diff 2 GFP+ MAC1+ %,TNAP activators,PhoP inhibition,MgcRacGAP inhibition,RSV CPE inhibition,Large T inhibition,T cell modulator,T cell modulator vesicle-bound %
CCCCCCc1cc2cc(-c3nnc(-c4ccccc4)o3)c(=O)oc2cc1O,0.3%,16,84,+,57*,1,1%,5%,-0.1%,15%,i,43
CCOc1ccc(/C=C2\SC(=S)N(CC(=O)Nc3ccccn3)C2=O)cc1,0.2%,0.3,72,i,1.2,.,4%,7%,1.8%,2%,i,13
O=C(NCC1CCN(c2ccc(S(=O)(=O)N3CCOCC3)cc2)CC1)Nc1ccccc1F,-0.1%,-0.8,47,i,0.3,.,2%,7%,16%,15%,i,17
CCN(c1ccccc1)S(=O)(=O)c1ccc2c(c1)N(C(C)=O)CCO2,0.0%,-0.1,67,i,0.5,.,4%,-6%,0.7%,-5%,i,1
O=C(NC(=S)N1CCCCCC1)C1CC1,2.9%[50 µM],1.4,70,i,0.3,1.1,-5%,8%,1.1%,4%,i,51
CS(=O)(=O)N(CC(=O)NCC1CCCO1)c1cccc([N+](=O)[O-])c1 (stereo not given),0.5%,0.3,48,i,0.6,1.1,-8%,5%,-0.4%,0%,i,10
CC1(C)C(=O)N(CCN2CCC(C(=O)c3ccc(F)cc3)CC2)c2ccccc21,6.0%,-0.7,57,i,4.8,.,-1%,-7%,9.8%,25%,i,22
Cc1cc(C)cc(-n2c(SC(C)C(=O)NCc3ccc4c(c3)OCO4)nc3ccccc3c2=O)c1 (stereo not given),3.8%,-1.4,63,i,0.3,1.1,16%,1%,3.1%,-2%,i,18
COc1ccc2[nH]cc(CCNC(=S)NCCc3ccccc3)c2c1,-0.3%,0.5,60,i,0.3,1.1,6%,0%,12%,13%,i,52
Cc1ccc(NC(=O)COc2cccc(/C=C3\SC(=S)N(CCC(=O)O)C3=O)c2)cc1Cl,0.0%,2.5,46,i,0.5,.,-10%,11%,3.4%,18%,i,55
O=C(COn1nnc2ccccc21)N1CCN(Cc2ccccc2)CC1,-0.3%,-0.3,32,i,0.5,1,-5%,5%,-2.0%,6%,i,42
Cn1c(-c2cc3ccccc3oc2=O)nc2ccccc21,-0.8%,1.7,62,i,0.5,.,-10%,2%,0.8%,4%,i,19
S=C(Nc1ccccn1)Nc1ccccc1Cl,-1.0%,2.8,44,i,0.3,0.9,-2%,11%,11%,4%,i,10
NC(=O)c1nn(-c2ccc(Cl)cc2Cl)c(=O)cc1O,0.1%,1.4,26,i,0.0,1,3%,-3%,-1.5%,5%,i,30
CN(CC(=O)Nc1ccc(N2CCOCC2)cc1)C(=O)CCNC(=O)c1ccc(Br)cc1,-1.2%,-1.0,57,i,0.7,.,-6%,10%,0.8%,20%,i,46
CN1CCCN(S(=O)(=O)c2cccc(C(F)(F)F)c2)c2nc3ccccc3nc21,0.2%[50 µM],0.2,66,+,26*,.,.,3%,7.3%,.,i,30
O=C(NCc1cccnc1)C1CCCN(S(=O)(=O)c2cccc3nsnc23)C1 (stereo not given),0.0%,2.3,76,i,0.1,1.1,1%,8%,-0.1%,0%,i,7
COCCCNC(=S)N1CCC(C(=O)c2ccc3c(c2)OCCO3)CC1,0.2%,0.6,51,i,0.7,1,1%,7%,5.9%,17%,i,5
O=C(COC(=O)C1CCN(S(=O)(=O)c2cccs2)CC1)Nc1ccc(F)cc1F,0.2%,0.4,63,i,0.2,.,-6%,6%,-0.2%,9%,i,33
O=C(N/N=C1\CCCc2ccccc21)c1cccc([N+](=O)[O-])c1,-0.1%,-1.2,33,i,0.3,1,-5%,5%,1.0%,9%,i,58
CC(C)Oc1ccc(C(=O)Nc2ccc([N+](=O)[O-])cc2)cc1,0.2%,0.6,65,i,0.0,1.1,4%,11%,16%,3%,i,31
CCOC(=O)C1(CCCc2ccccc2)CCN(C(=O)c2cnc(C)cn2)CC1,0.1%,2.0,98,i,0.6,1.1,-9%,9%,3.3%,6%,i,63
Cc1nn(C)c2ncc(C(N)=O)c(Oc3ccc(Cl)cc3)c12,.,0.7,49,i,0.8,.,-6%,.,0.7%,9%,i,39

Screens: PubChem BioAssay, several laboratories
